BRCA1 expr up – BRCA1 expression activation; Potency, µM (series often up to 46.1 µM), without a hit: top-dose activation, most hits filed as activators; 1.1% of 380,000 active; AID 624202; MCF7-BRCA1-FFLuc reporter, luminescence, 48 h; response scale: scaled: vehicle 0%, 10 µM genistein 100%; also: nearly all actives have a fitted effect of over 80% in size; some results filed as inactive show a strong effect at the top dose
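48 h compound treatment of MCF7-BRCA1-FFLuc cells (phenol-red free MEM, 37 °C), then 15 min with luciferase substrate and luminescence imaging.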
NPC1 promoter act – NPC1 promoter activation | Huh7 NPC1 promoter luciferase reporter, 24 h | Potency, µM (highest dose often 9.22 µM), for the others: at the highest dose activation, usual class: activators | 2.4% of 320,000 active | AID 485313;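 also: % of control where 0% means no effect; nearly all actives have a fitted effect of over 60% in size; reporter is driven by a mutant NPC1 promoter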
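Luminescence read-out of NPC1 promoter-driven luciferase in stably transfected Huh7 cells; compounds delivered in DMSO and left 24 h at 37C, 5% CO2, qHTS titration format.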
Gal4-VP16 FLuc – inhibits Gal4-VP16 luciferase reporter, ROR gamma counter-screen | Drosophila S2 Gal4-VP16 UAS-luciferase, luminescence, 20 h | Potency, µM (highest dose often 53.6 µM), inactives show at the top dose activity, negative = inhibition, hits mostly inhibitors | 3.5% of 310,000 active | AID 2546;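 also: Gal4-VP16 expression switched on by copper sulfate through the metallothionein promoter; % is scaled to controls: 0 for no effect and ±100 for the full control effect; nearly all actives have a fitted effect of over 50% in size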
Rab9 prom act – activates the Rab9 promoter | Huh7 Rab9 promoter-luciferase reporter, luminescence, 24 h | Potency, µM (series often up to 9.22 µM), without a hit: top-dose activation, negative = inhibition, hits mostly activators | 2.8% of 320,000 active; also: % of control where 0% means no effect; nearly all actives have a fitted effect of over 60% in size
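Luminescence read-out: Huh7 cells stably expressing Rab9-luciferase, treated 24 h with compound at 37 °C, then lysed with luciferase reagent for 10 min at ambient before reading.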
uPA surface inh – inhibitors of cell surface uPA generation. cell surface uPA generation assay, qHTS. Potency, µM (highest dose often 38.3 µM), inactives show at the top dose activity change, negative = inhibition, hits mostly inhibitors. 0.31% of 330,000 active. AID 540303; active = well fitted inhibition curve with a large enough effect; inconclusive = small, poorly fitted or top-dose-only effect; inactive = no such curve, though single readings can be large or run the other way; tested in mouse RAW 264.7 cells; also: % is scaled to controls: 0 for no effect and ±100 for the full control effect; nearly all actives have a fitted effect of over 55% in size
RORg inh – inhibitors of mouse ROR gamma transcriptional activity; Drosophila S2 Gal4-RORgamma UAS-luciferase reporter, 20 h; 5.4% of 310,000 active; Potency, µM (top dose mostly 53.6 µM), for the others: at the highest dose activity change, negative = inhibition, hits mostly inhibitors; also: % is scaled to controls: 0 for no effect and ±100 for the full control effect; nearly all actives have a fitted effect of over 60% in size
Target sequence (P51450 whole entry, looked up, the tested form may be a part): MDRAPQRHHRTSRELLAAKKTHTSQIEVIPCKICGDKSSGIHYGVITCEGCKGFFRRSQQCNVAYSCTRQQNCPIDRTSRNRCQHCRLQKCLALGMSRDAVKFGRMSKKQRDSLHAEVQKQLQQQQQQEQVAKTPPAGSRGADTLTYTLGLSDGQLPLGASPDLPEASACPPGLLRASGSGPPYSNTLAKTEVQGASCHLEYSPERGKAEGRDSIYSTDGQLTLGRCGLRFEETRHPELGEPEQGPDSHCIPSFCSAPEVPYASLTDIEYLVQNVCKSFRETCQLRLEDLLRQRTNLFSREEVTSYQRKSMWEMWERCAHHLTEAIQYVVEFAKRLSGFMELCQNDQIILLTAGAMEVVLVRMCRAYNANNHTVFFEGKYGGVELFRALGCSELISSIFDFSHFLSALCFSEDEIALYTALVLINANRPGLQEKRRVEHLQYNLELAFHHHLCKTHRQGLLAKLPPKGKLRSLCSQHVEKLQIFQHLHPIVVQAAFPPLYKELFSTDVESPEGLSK
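In this cell-based reporter format, copper sulfate (700 uM final) drives Gal4–ROR gamma fusion expression from a metallothionein promoter in Drosophila Schneider cells; compounds preincubated 1 hr, reporter read after 20 hr at ambient temperature.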
FLuc counter – counter-screen for miR-21 project: firefly luciferase inhibitors or activators. P08659. purified FLuc, Km substrates, luminescence inhibition. Potency, µM (doses to about 57.5 µM), for the others: at the top dose activity change, negative = inhibition, hits mostly inhibitors. 6.9% of 360,000 active;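 also: plate controls were vehicle for no effect and reference inhibitor for full effect; nearly all actives have a fitted effect of over 55% in size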
Target sequence (P08659 whole entry, looked up): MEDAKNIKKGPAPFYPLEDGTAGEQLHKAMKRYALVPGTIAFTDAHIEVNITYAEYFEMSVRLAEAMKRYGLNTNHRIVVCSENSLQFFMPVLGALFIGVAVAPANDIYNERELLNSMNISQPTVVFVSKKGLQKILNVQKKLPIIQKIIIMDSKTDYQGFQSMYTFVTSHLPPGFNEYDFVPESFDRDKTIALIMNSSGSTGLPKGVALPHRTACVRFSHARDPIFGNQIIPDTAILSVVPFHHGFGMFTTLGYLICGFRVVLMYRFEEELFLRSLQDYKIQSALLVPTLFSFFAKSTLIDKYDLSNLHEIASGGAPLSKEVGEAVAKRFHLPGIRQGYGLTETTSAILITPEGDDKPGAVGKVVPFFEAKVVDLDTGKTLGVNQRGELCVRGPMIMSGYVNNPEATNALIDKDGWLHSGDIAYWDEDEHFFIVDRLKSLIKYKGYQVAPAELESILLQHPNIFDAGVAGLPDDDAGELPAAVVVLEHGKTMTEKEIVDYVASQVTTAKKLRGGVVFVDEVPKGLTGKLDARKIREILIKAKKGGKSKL
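Purified P. pyralis luciferase, 10 nM final, with Km-level 10 uM D-luciferin and 10 uM ATP in 50 mM Tris acetate pH 7.5, 10 mM Mg acetate, 0.01% Tween-20, 0.05% BSA; 6-point qHTS titration about 60 µM downward; luminescence read.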
ELG1 genotoxic – genotoxicity induction in ELG1-luciferase HEK293T cells; AID 504466; 1.3% of 330,000 active; Potency, µM (titrated, usually from 46 µM), inactives show at the highest dose activity change, positive = activation, most hits filed as activators; HEK293T ELG1-luciferase reporter, luminescence, 16 h; also: % of control where 0% means no effect; nearly all actives have a fitted effect of over 60% in size
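HEK293T cells expressing luciferase-tagged ELG1 were treated with compound or DMSO for 16 hr at 37°C. Luciferase activity was then read after 30 min with ONE-Glo at room temperature; rising signal flags genetic stress.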
MBNL1-CUG inh – inhibitors of human MBNL1 binding to CUG repeat RNA; TR-FRET MBNL1-His/biotin-(CUG)12 binding, 665/545 ratio; Potency, µM (top dose mostly 57.5 µM), without a hit: at the highest dose activity change, negative = inhibition, most hits filed as inhibitors; 0.036% of 280,000 active; active = well fitted inhibition curve with a large enough effect in the signal ratio, with a control signal flat, not every such curve was filed as active; inconclusive = small, poorly fitted or top-dose-only effect, or effect the other way, or a change in a side signal; inactive = no such curve, though single readings can be large or run the other way; the % refers to the signal ratio; also: % is scaled to controls: 0 for no effect and ±100 for the full control effect
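Inhibition of protein-RNA binding appears as loss of TR-FRET between terbium anti-His antibody on MBNL1-His and streptavidin-XL665 on biotin-(CUG)12. Activity is normalized to buffer-only and uninhibited-complex controls.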
p53 reactivator – restores transcriptional activity of mutant p53; 0.063% of 320,000 active; Potency, µM (top dose mostly 92.2 µM), inactives show at the highest dose activity change, positive = activation, most hits filed as activators; H1299 p53-A138V BP100-luciferase reporter, luminescence, 24 h; also: % of control where 0% means no effect; nearly all actives have a fitted effect of over 45% in size
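H1299 (p53-null), stable ts p53-A138V + BP100-Luc; 1000 cells/well, Opti-MEM/10% FBS; cpd 4 pt, 1:5; 24 h, 37 deg C, 5% CO2; detection reagent 10 min RT; luminescence.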
Numbers without * were called inactive; ? = inconclusive; · = no result given; & = joins results of further samples; [ ] = another dose, or the depositor's remark. Unless noted, calls follow the shape of the dose curve; as a rule, active = well fitted curve in the direction sought with a large enough effect; inconclusive = small, poorly fitted or top-dose-only effect, or another doubt; inactive = no such curve, though single readings can be large; an effect the other way counts as inactive or inconclusive. Potency is read from the fitted curve at half-maximal effect.

SMILES | BRCA1 expr up | NPC1 promoter act | Gal4-VP16 FLuc | Rab9 prom act | uPA surface inh | RORg inh | FLuc counter | ELG1 genotoxic | MBNL1-CUG inh | p53 reactivator
CCOC(=O)CN1CC23C=CC(O2)C(C(=O)Nc2ccc(OC)cc2OC)C3C1=O (stereo not given) | 9% | 0% | -16% | 14% | 8% | -14% | -1% | 1% | -9% | 0%
CCOc1ccc2cc(C#N)c(SCC(=O)NC(C)CC)nc2c1 (stereo not given) | · | 0% | -6% | 0% | · | -21% | 1% | 7% | -1% | 8%
COc1ccc(S(=O)(=O)NC(C)C)cc1-n1cnnn1 | 2% | -1% | 2% | 4% | 3% | -13% | -1%&2% | 1% | 2% | 0%
COc1ccc2[nH]c3c(=O)n(CCCCC(=O)N4CCCC4)c(=S)[nH]c3c2c1 | -10% | 0% | -1% | -1% | · | -21% | -10% | -1% | 15% | 3%
COc1cccc(N2C(=O)N(c3ccccc3)C3CS(=O)(=O)CC32)c1 (stereo not given) | -5% | 0% | -3% | -5% | 7% | -13% | 4% | 0% | 7% | -11%
NCCOc1ccccc1OCCN | -19% | 1% | 6% | -8% | 2% | -6% | 0% | 9% | -5% | 0%
Cc1cccc(NC(=O)c2cc(N3C(=O)CCC3=O)ccc2Cl)n1 | 5% | -6% | 7% | -1% | 13% | -5% | 2% | 2% | -6% | 3%
Cc1ccc(N2C(=O)c3ccccc3NC2(C(=O)O)c2ccccc2)cc1Cl (stereo not given) | ? | 20% | 19% | 15% | -2% | 1% | ? | ? | -2% | ?
NC(=O)CC[C@H](NC(=O)OCc1ccccc1)C(=O)OCc1ccc(Cl)cc1 | -22% | -1% | -6% | -8% | 2% | 7% | -1% | -2% | · | 17%
Cc1ccc(Cn2nnc3c(=O)[nH]c(C4CCN(C(=O)c5cccs5)CC4)nc32)cc1 | -48% | 1% | · | 0% | · | 26%[0.365 µM] | 7% | 3% | -6% | -19%

Some of the entries so far, as a markdown table:
| SMILES | BRCA1 expr up | NPC1 promoter act | Gal4-VP16 FLuc | Rab9 prom act | uPA surface inh | RORg inh | FLuc counter | ELG1 genotoxic | MBNL1-CUG inh | p53 reactivator |
| --- | --- | --- | --- | --- | --- | --- | --- | --- | --- | --- |
| CCOc1ccc2cc(C#N)c(SCC(=O)NC(C)CC)nc2c1 (stereo not given) | · | 0% | -6% | 0% | · | -21% | 1% | 7% | -1% | 8% |
| COc1ccc(S(=O)(=O)NC(C)C)cc1-n1cnnn1 | 2% | -1% | 2% | 4% | 3% | -13% | -1%&2% | 1% | 2% | 0% |
| COc1ccc2[nH]c3c(=O)n(CCCCC(=O)N4CCCC4)c(=S)[nH]c3c2c1 | -10% | 0% | -1% | -1% | · | -21% | -10% | -1% | 15% | 3% |

(cont.)
SMILES | BRCA1 expr up | NPC1 promoter act | Gal4-VP16 FLuc | Rab9 prom act | uPA surface inh | RORg inh | FLuc counter | ELG1 genotoxic | MBNL1-CUG inh | p53 reactivator
CN1OC2C(=O)N(c3ccccc3)C(=O)C2C1c1ccc(F)cc1 (stereo not given) | 11% | -2% | 0% | -3% | 13% | 24% | -4% | 2% | 5% | -3%
O=C(COC(=O)CNS(=O)(=O)c1ccccc1)Nc1ncc(Cl)cc1Cl | -13% | -2% | · | -1% | -11% | · | -1% | 5% | · | 4%
O=C(COC(=O)c1cccc(C(F)(F)F)c1)NCc1ccc(Cl)cc1 | -14% | 0% | -9% | -1% | 3% | 0% | 2% | 0% | 3% | 2%
CCc1ccc(NC(=O)c2cc(C)nn2-c2ccccc2)cc1 | -50% | 1% | -7% | 1% | -11% | 18% | -5%&0% | 4% | 3% | 0%
Cc1ccc(OCCOC(=O)C2CCN(S(=O)(=O)c3ccc(C)c(C)c3)CC2)cc1 | -2% | -2% | · | -1% | -5% | · | 4% | 3% | · | -1%
O=C(Nc1cc(S(=O)(=O)N2CCOCC2)ccc1Cl)c1ccc(=O)[nH]c1 | -14% | -1% | · | -2% | 0% | · | 0% | 5% | · | 9%
CC(C)(C)NC(=O)CSc1nc(O)cc(=O)n1-c1ccccc1 | 6% | 0% | -11% | -16% | -2% | 5% | 0% | 2% | -2% | -4%
CCc1ccccc1NC(=O)CN(C)C(=O)CSc1nn(-c2ccc(F)cc2)c(=S)s1 | -21% | 0% | -6% | -10% | -10% | 17% | 0% | 2% | -4% | -2%
CCOc1ccccc1NC(=O)CSc1nc(=O)n(CCCN2CCOCC2)c2c1CCC2 | -3% | 7% | · | -1% | -4% | · | 1% | -4% | · | 8%
COC(=O)c1c(CSc2ccc(Cl)cc2)noc1C(=O)NCc1ccco1 | 6% | -4% | 0% | 2% | -12% | ? | -2% | -4% | 1% | -1%
Cc1c(NC(=O)CCCN2C(=O)c3cccc4cccc(c34)C2=O)c(=O)n(-c2ccccc2)n1C | 3% | -4% | 5% | -1% | 2% | 32% | 0% | 1% | ? | -3%
COc1cccc(-c2c(C(=O)N/N=C/c3ccco3)nnn2-c2nonc2N)c1 | 0% | 2% | -18% | -2% | -2% | 11µM* | 2% | -1% | ? | 5%
CCc1nn(-c2ccccc2)c(N)c1-c1ccc(OC)c(OC)c1 | 13% | 5% | 12% | 8% | -9% | -7% | 1% | 2% | 1% | -7%
c1ccc2c(Nc3nnc(-c4ccncc4)s3)cccc2c1 | ? | ? | 7% | ? | -12% | -15% | 5.4µM* | 18% | ? | 13%
CCn1c(SCC(=O)O)nnc1C1CCCCC1 | 2% | -3% | 0% | 1% | 9% | 5% | 0% | 0% | 5% | 2%
CC1=C(C(=O)OCc2ccccc2)C(c2ccsc2)NC(=O)N1C (stereo not given) | -5% | -6% | 0% | -5% | 9% | 29% | -1% | -10% | -5% | 1%
Cc1ccccc1NC(=O)c1cccc(S(=O)(=O)N2CCOCC2)c1 | -9% | 2% | 6% | -2% | -7% | 6% | 0% | -1% | -4% | -2%
C=C(C)C1CC=C(C)/C(=N\NC(=O)CNc2cccc3ccccc23)C1 (stereo not given) | -2% | 5% | ? | 1% | 13% | -24% | 2% | 2% | -2% | -11%
CCc1noc(C)c1C(=O)OC(C)C(=O)c1c(C)[nH]c2ccccc12 (stereo not given) | 4% | 2% | · | -6% | 0% | · | -1% | 2% | · | -4%
Cc1cc(C)n2nc3nc(N4CCCC4)nc(-c4ccccc4)c3c2n1 | -32% | -2% | -1% | -4% | 0% | 11% | 0% | 0% | 18% | -14%

Brought forward from above: 3 compounds, then new ones.
SMILES | BRCA1 expr up | NPC1 promoter act | Gal4-VP16 FLuc | Rab9 prom act | uPA surface inh | RORg inh | FLuc counter | ELG1 genotoxic | MBNL1-CUG inh | p53 reactivator
C=C(C)C1CC=C(C)/C(=N\NC(=O)CNc2cccc3ccccc23)C1 (stereo not given) | -2% | 5% | ? | 1% | 13% | -24% | 2% | 2% | -2% | -11%
CCc1noc(C)c1C(=O)OC(C)C(=O)c1c(C)[nH]c2ccccc12 (stereo not given) | 4% | 2% | · | -6% | 0% | · | -1% | 2% | · | -4%
Cc1cc(C)n2nc3nc(N4CCCC4)nc(-c4ccccc4)c3c2n1 | -32% | -2% | -1% | -4% | 0% | 11% | 0% | 0% | 18% | -14%
CC(=O)N1c2ccc(S(=O)(=O)NCCC(=O)Nc3ccc(F)cc3C)cc2CC1C (stereo not given) | 0% | -1% | -22% | -1% | -6% | 30% | 5% | 0% | -1% | 3%
O=C(Nc1cccs1)Nc1ccccc1Br | -3% | 13% | 27% | 26% | ? | -9% | ? | 5% | 1% | 12%
C=C(C)C(=O)Nc1nnc(-c2cccs2)s1 | -70% | 0% | 9% | -2% | 5% | -12% | 17µM* | 9% | 17% | ?
CCCOc1ccc(-c2c(C(=O)N/N=C/C3CC=CCC3)nnn2-c2nonc2N)cc1 (stereo not given) | -6% | -5% | -27% | -3% | 3% | -23% | 4% | 0% | 1% | ?
COc1ccc(C(=O)NCc2nnc(SCC(=O)Nc3cccc(F)c3)o2)cc1 | 2% | 1% | -16% | 0% | -1% | 4% | ? | ? | -5% | -2%
Cc1ccc(NS(=O)(=O)c2ccc3c(c2)oc(=O)n3C)cc1 | -1% | -8% | -8% | 0% | 2% | ? | 1% | -7% | -7% | 5%
O=C(Nc1ccc2c(c1)C(=O)OC2)c1ccccc1Cl | 53% | 4% | -8% | 19% | -3% | -21% | -3% | 15% | -4% | 15%
CCOc1cccc2sc(N(CCN(C)C)C(=O)c3cc4ccccc4cc3OC)nc12 | -39% | -1% | -30% | 0% | ? | 0% | -3% | -7% | 4% | 2%
Cc1cccc(Cn2c(CN3CCN(Cc4ccccc4)CC3)nc3c2c(=O)[nH]c(=O)n3C)c1 | -2% | -1% | -2% | -11% | 2% | 35% | -4% | -23% | -8% | -16%
COCc1ccc(C(=O)N2CCCC(Nc3ccc(C(C)C)cc3)C2)o1 (stereo not given) | -7% | -5% | 2% | 10% | 2% | ? | 3% | -12% | 2% | -9%
O=C(O)CCCCCn1c(SCC(=O)N2CCCC2)nc2ccsc2c1=O | -14% | 2% | -4% | 3% | · | 1% | 3% | 0% | -6% | -5%
Cc1ccccc1C(=O)Nc1ccc2nc3n(c(=O)c2c1)CCCC3 | 42% | 11% | 5% | 15% | 6% | -5% | ? | -2% | 4% | ?

High-throughput results: PubChem BioAssay, National Center for Advancing Translational Sciences (NCATS)
